PG9 binder: binds the HIV-1 gp120 antibody PG9; TR-FRET gp120-PG9 antibody binding; inhibition, % at 6.7 µM; actives 0.43% (n = 360,000); AID 624416; in the data active = inhibition above about 8.5%
PRMT1 inh: blocks human protein arginine methyltransferase 1; AID 652257; recombinant PRMT1, activity-based probe fluorescence polarization; actives 1.3% (n = 370,000); inhibition, % at 2.79 µM;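 active = inhibition above about 21% made by adding two undisclosed values, limit read from the data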
Target sequence (Q99873 whole entry, looked up): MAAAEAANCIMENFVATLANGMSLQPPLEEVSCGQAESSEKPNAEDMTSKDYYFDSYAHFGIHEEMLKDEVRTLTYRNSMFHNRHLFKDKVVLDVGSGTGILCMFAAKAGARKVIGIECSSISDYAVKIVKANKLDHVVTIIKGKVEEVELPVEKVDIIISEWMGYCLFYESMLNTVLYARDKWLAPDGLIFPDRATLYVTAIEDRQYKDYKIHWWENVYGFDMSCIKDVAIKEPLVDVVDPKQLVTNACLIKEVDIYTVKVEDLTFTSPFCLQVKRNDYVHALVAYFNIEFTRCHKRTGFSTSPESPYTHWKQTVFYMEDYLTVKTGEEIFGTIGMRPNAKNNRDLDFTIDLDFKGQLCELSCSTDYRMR
mABHD4 FP: ABHD4 (mouse) inhibition, primary FP screen. Q8VD66. purified mABHD4, FP-Rh probe fluorescence polarization. inhibition, % at 8.92 µM. actives 0.54% (n = 370,000);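 active = inhibition exceeding the mean over every tested compound plus 3 SD, cut at about 30% in these data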;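 also: 0% = plate median of compound wells and 100% = S159A mutant with DMSO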
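Test system: mABHD4 protein; Read-out basis: % inhibition; Incubation: 45 min + 60 min at 25 °C; Repeats: single replicate; Technique: fluorescence polarization with parallel and perpendicular emission, 525/598 nm; Compound: 8.92 µM, single dose; Benchmarks: full inhibition S159A mutant plus DMSO, zero as sample-well median.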
rCAG RNA binder: r(CAG) repeat RNA binding; TO-PRO-1 dye displacement fluorescence; inhibition, % at 3 µM; actives 1.3% (n = 370,000);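 active = inhibition above the plate cutoff, the mean of all test compounds on that plate plus 3 SD, cut at about 35% in these data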;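 also: 0% = DMSO alone and 100% = 100 µM mitoxantrone as full dye displacement; higher means more dye released from RNA so lower well fluorescence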
TDP2 inh: TDP2 (human) inhibition, absorbance primary screen. O95551. recombinant TDP2, T5PNP hydrolysis, p-nitrophenol absorbance 415 nm. inhibition, % at 12.8 µM. actives 0.34% (n = 370,000). AID 720702;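 active = inhibition above the mean of all tested compounds plus 3 SD, set per campaign, cut at about 25% in these data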;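 also: 0% = DMSO with enzyme and 100% = buffer with substrate but no TDP2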
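Evaluation: % inhibition relative to enzyme-containing and enzyme-free wells. Material: recombinant human TDP2. Benchmarks: enzyme-free and DMSO wells. Timing: enzyme reaction with compound for 2 h at 37 °C. Compound dosing: 12.8 µM only. Measured by: p-Nitrophenol epi absorbance. Reagent: T5PNP substrate at 5 mM, a TopII-DNA adduct mimic. Replication: single well per compound.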
TCR-CD3 inh: blocks the human TCR-CD3 interaction; actives 0.37% (n = 360,000); inhibition, % at 9.4 µM; TAMRA-labeled TCR probe fluorescence, biochemical; in the data active = inhibition above about 19%;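 also: recombinant mutant TCR 2C K166C tagged with TAMRA read by polarization; 0% = receptor in buffer alone and 100% = receptor with positive control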
Rev-erbA mod: modulates human Rev-erb alpha binding to DNA; P20393; Rev-erbα–FITC-DNA binding, fluorescence polarization, 90 min; activity, % at 10 µM; actives 0.79% (n = 370,000);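 active = activity above about 14%, limit read from the data; passing the limit was not always enough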;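 also: 0% = DMSO wells with 35 nM protein and 100% = DMSO wells with 750 nM protein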
HTRA1 inhibitor: inhibitors of human serine peptidase HTRA1. Q92743. recombinant HTRA1, FP-rhodamine activity-based probe, fluorescence polarization. inhibition, % at 5.96 µM. actives 0.5% (n = 340,000); in the data active = inhibition above about 36%;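 also: 0% = enzyme with DMSO and 100% = wells lacking enzyme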
LEDGF integ inh: blocks HIV-1 LEDGF/p75-dependent DNA integration | actives 0.64% (n = 370,000) | inhibition, % at 3.7 µM | TR-FRET IN-LEDGF/p75 DNA integration, Eu/Cy5;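 active = inhibition above the screen-wide mean plus 3 SD, cut at about 13% in these data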;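 also: signal is the Cy5 over europium emission ratio at 671 and 618 nm; 0% = plate median of compound wells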
SIAE primary: blocks human sialic acid acetylesterase | SIAE FP-Rh probe binding, fluorescence polarization | Q9HAT2 | inhibition, % at 9.66 µM | AID 1053197 | actives 0.69% (n = 370,000);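 active = inhibition above a cutoff: mean of compounds within the control limits plus 3 SD of those, cut at about 17% in these data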;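 also: 0% = plate median of compound wells and 100% = probe without SIAE protein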
Target sequence (Q9HAT2 whole entry, looked up): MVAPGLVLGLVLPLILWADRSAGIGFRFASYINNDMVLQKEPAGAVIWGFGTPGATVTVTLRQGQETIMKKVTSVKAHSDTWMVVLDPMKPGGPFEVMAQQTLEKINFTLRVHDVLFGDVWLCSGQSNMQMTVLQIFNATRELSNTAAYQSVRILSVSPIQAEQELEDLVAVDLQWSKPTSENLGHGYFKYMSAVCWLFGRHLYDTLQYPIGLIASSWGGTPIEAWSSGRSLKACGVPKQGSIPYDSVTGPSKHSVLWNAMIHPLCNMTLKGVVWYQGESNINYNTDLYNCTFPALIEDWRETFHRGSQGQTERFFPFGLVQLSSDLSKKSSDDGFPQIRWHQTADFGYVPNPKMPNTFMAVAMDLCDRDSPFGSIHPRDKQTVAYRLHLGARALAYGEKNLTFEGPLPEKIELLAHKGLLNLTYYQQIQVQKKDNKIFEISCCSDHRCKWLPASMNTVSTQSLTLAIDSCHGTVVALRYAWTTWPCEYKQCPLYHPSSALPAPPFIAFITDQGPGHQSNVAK
* hit, by the source's call; / = not tested or not shown; & = joins results of further samples. An excerpt. The share of hits here may be higher or lower than overall.

entry | SMILES | PG9 binder | PRMT1 inh | mABHD4 FP | rCAG RNA binder | TDP2 inh | TCR-CD3 inh | Rev-erbA mod | HTRA1 inhibitor | LEDGF integ inh | SIAE primary
1 | CCN(CC)S(=O)(=O)c1cc(C(=O)OCC(=O)NC2CCCc3ccccc32)ccc1C (stereo not given) | 0.1 | -1 | 0 | -3 | -9 | -2 | -1 | -20 | 2 | -1
2 | CN(C)/C=C(\C#N)C(=O)c1cccnc1Oc1cccc(F)c1 | -4.0 | 1 | 0 | 2 | 5 | 3 | 4 | 4 | 1 | -1
3 | O=C(COC(=O)COc1ccccc1)NCCc1ccccc1 | 1.1 | 3 | 2 | -8 | -14 | -8 | -4 | 4 | -6 | 0
4 | CCc1nn(CC(=O)Nc2ccc(Br)c(C)c2)c(=N)s1 | 0.1 | -4 | -3 | 2 | -20 | 9 | -1 | -11 | 3 | -1
5 | CC(=O)N1CC=C2C(C#N)=C(N)C(C#N)(C#N)C(C)C2C1 (stereo not given) | -0.1 | -1 | 8 | 0 | 3 | 4 | 5 | 1 | 0 | 2
6 | CC1CCCCC1NC(=O)c1ccc(N2CCCC2=O)cc1 (stereo not given) | 0.2 | -4 | 4 | -3 | 3 | 2 | 6 | -3 | -1 | -5
7 | CSc1ccccc1C(=O)OCC(=O)NC1CC1 | -1.4 | 2 | 4 | 0 | 11 | -3 | -7 | 2 | 2 | -4
8 | O=C(CSc1nnc(Nc2ccccc2)s1)NCC1CCCO1 (stereo not given) | -0.8 | -3 | 0 | 2 | -2 | -3 | 0 | 0 | 0 | 8
9 | Cc1cc(C2=NNC(=NC3CC3)SC2)c(C)n1-c1ccccc1 | -1.7 | 13 | 3 | 6 | -14 | -3 | -5 | 14 | -5 | 3
10 | C(=N\n1cnnc1)/c1cccn1-c1ccccc1 | -0.9 | -1 | 1 | -2 | -5 | 5 | -5 | -5 | 2 | 0
11 | O=C(Nc1ccc(F)c(Cl)c1)N1CCCC1 | 0.9 | 0 | 4 | -3 | -5 | 6 | 3 | -1 | -4 | -9
12 | O=C(NCC1CCCO1)c1ccc(NS(=O)(=O)c2ccccc2)cc1 (stereo not given) | 0.9 | 1 | -3 | 1 | 3 | -2 | 5 | 11 | 4 | 2
13 | Cc1ccc(C(=O)N/C(=C\c2ccccc2)C(=O)NCc2cccnc2)cc1 | -0.1 | 2 | 0 | -4 | 7 | -2 | -5 | 9 | 1 | -3
14 | Nc1nc(NCc2cccs2)nn1-c1ccccc1 | 0.6 | 1 | 6 | 0 | -2 | 0 | -4 | 12 | -2 | 5
15 | Clc1ccc(C2CSc3c4ncnc-4ncn32)cc1 (stereo not given) | -0.7 | 19 | 8 | 7 | -12 | -3 | -1 | -4 | 5 | 11
16 | COc1cc2cc(CN(Cc3cccnc3)C(=O)Nc3ccccc3)c(=O)[nH]c2cc1OC | 0.2 | -8 | -2 | -7 | 13 | 7 | -1 | -5 | 3 | 2
17 | COC(=O)C1=C(C(=O)OC)[C@@H]2N(C)c3ccccc3[C@@]23C[C@@H](C(=O)OC)N(C(=O)C2CCC2)C3=N1 | -1.9 | 1 | 0 | -11 | 9 | 8 | 1 | -4 | -1 | 15
18 | CCOC(=O)c1c(-c2ccccc2)csc1NC(=O)CSc1nc(N)cc(N)n1 | -4.5 | 0 | -32 | 7 | -20 | -9 | 5 | -31 | 5 | -12
19 | O=C(CN1C(=O)c2ccccc2C1=O)Nc1ccc(S(=O)(=O)N2CCOCC2)cc1 | -7.7 | 0 | -1 | 4 | 11 | 5 | 0 | 0 | -2 | 2
20 | COCCn1c(=N)c(S(=O)(=O)c2ccc(F)cc2)cc2c(=O)n3ccccc3nc21 | 0.4 | 1 | 7 | -1 | 2 | 4 | 3 | -1 | -1 | -3
21 | c1ccc2c(c1)oc1c(Nc3ccc4c(c3)OCCO4)ncnc12 | -1.0 | -3 | 2 | 3 | 9 | 2 | 3 | -6 | -2 | 6
22 | C=CCn1c(CNS(=O)(=O)c2ccc(Br)cc2)nnc1SC | -1.1 | -2 | -3 | -5 | 0 | 9 | -4 | 0 | 1 | -9
23 | Cc1noc(C)c1CN(C(=S)NC(C)C)c1ccccc1 | -2.1 | -1 | -5 | -4 | 5 | -2 | 1 | 4 | 3 | 2
24 | CCC(=NCCc1ccccc1)C1=C(O)CCC1=O | -0.1 | -1 | 1 | 1 | -2 | 8 | 0 | 3 | 0 | 3
25 | O=C1C2C(c3ccccc3)C=CC(c3ccccc3)C2C(=O)N1c1cccnc1 (stereo not given) | -2.1 | 2 | 9 | -4 | 3 | -6 | -3 | -1 | -4 | -9

Full records, looked up by structure. Screens in order: PG9 binder, PRMT1 inh, mABHD4 FP, rCAG RNA binder, TDP2 inh, TCR-CD3 inh, Rev-erbA mod, HTRA1 inhibitor, LEDGF integ inh, SIAE primary
O=C(COC(=O)COc1ccccc1)NCCc1ccccc1 is listed as 1.1, 3, 2, -8, -14, -8, -4, 4, -6, 0
C=CCn1c(CNS(=O)(=O)c2ccc(Br)cc2)nnc1SC is listed as -1.1, -2, -3, -5, 0, 9, -4, 0, 1, -9

(more compounds)
entry | SMILES | PG9 binder | PRMT1 inh | mABHD4 FP | rCAG RNA binder | TDP2 inh | TCR-CD3 inh | Rev-erbA mod | HTRA1 inhibitor | LEDGF integ inh | SIAE primary
26 | CCOC(=O)c1cc2c(=O)n3cccc(C)c3nc2n(CC(C)C)c1=NC(=O)c1ccco1 | -1.2 | 11 | -7 | 13 | -32 | -1 | -5 | -2 | 4 | -12
27 | COc1ccc(OC)c(C2SCCN2S(C)(=O)=O)c1 (stereo not given) | -0.7 | 1 | 2 | 2 | 4 | 5 | 0 | -4 | -1 | -4
28 | CCOC(=O)c1cc(NC(=O)c2ccc(Cl)cc2)c(=O)oc1-c1ccccc1 | 0.5 | 1 | 3 | 0 | 7 | -3 | 2 | 1 | 0 | -7
29 | O=S(=O)(c1ccc(Br)c2ccccc12)N1CCOCC1 | 2.7 | 3 | 3 | -4 | 13 | -2 | 6 | -2 | -3 | -5
30 | COc1cccc(CN2CCN(Cc3ccc(O)c(OC)c3)CC2CCO)c1 (stereo not given) | -0.8 | 6 | 5 | -5 | 13 | 2 | -3 | -5 | 0 | 3
31 | COc1ccc(C(=O)COC(=O)c2ccc([N+](=O)[O-])s2)cc1OC | 0.4 | -1 | 3 | 0 | 4 | -8 | -2 | 22 | -6 | -7
32 | O=C(Nc1cccnc1)Nc1cccc([N+](=O)[O-])c1 | -1.2 | -4 | -6 | 6 | 0 | 13 | 0 | 7 | -1 | 0
33 | Cc1[nH]c(C)c(S(=O)(=O)N(Cc2ccccc2)C(C)C)c1C(=O)N1CCCC1 | -1.5 | -3 | 0 | -1 | 17 | 0 | 2 | -3 | 3 | 2
34 | CSCC[C@H](NC(=O)OC(C)(C)C)C(=O)N/N=C/c1c(C)[nH]c(=O)[nH]c1=O | -1.9 | -3 | 0 | 9 | 4 | -7 | -1 | -3 | 1 | 1
35 | COc1ccc(/C(C)=N/NC(=O)C2C3CCCCC32)c(OC)c1 (stereo not given) | -0.8 | -2 | -1 | -2 | 10 | 5 | 2 | -4 | -1 | 1
36 | Cc1cccnc1NC(=O)c1ccc(OCc2c(C)noc2C)cc1 | 1.2 | 4 | -5 | -5 | -2 | -6 | 1 | 2 | 2 | -3
37 | CCCOc1ccc2oc(=O)c3c(c2c1)CCCN3C(=O)CN1CCCC(C(=O)OCC)C1 (stereo not given) | -2.1 | 2 | -5 | -10 | 8 | 7 | -2 | -13 | 0 | 1
38 | c1ccc(CSc2nnc3ccc(-c4cccs4)nn23)nc1 | 1.4 | 1 | 0 | -1 | 6 | 2 | -6 | 15 | -1 | -2
39 | COc1cccc(C(C(=O)NCc2ccco2)N(Cc2ccco2)C(=O)Cn2nnc3ccccc32)c1 (stereo not given) | 1.2 | -2 | -2 | 1 | -3 | -14 | 5 | 2 | 3 | 0
40 | CCOc1ccc(C(=O)Nc2c3c(nn2-c2ccccc2)CS(=O)(=O)C3)cc1 | -1.0 | 2 | 1 | -3 | -6 | -1 | 1 | 3 | -2 | 1
41 | Cc1ccc2c(Cl)cc(Cl)c(OCC(=O)NC3CCS(=O)(=O)C3)c2n1 (stereo not given) | -2.3 | -1 | -3 | -7 | 3 | 4 | 1 | 4 | 1 | 12
42 | CCCNC(=O)CNC(=O)c1ccc(C#N)cc1 | -0.7 | 1 | 2 | -4 | -8 | -1 | -6 | -1 | 1 | 15
43 | C=CCN1CCc2nc(N)sc2CC1 | -0.3 | 61* | 6 | 9 | 3 | 12 | 3&-4 | 15 | 14* | 3
44 | Brc1ccc(-c2nnc(-c3ccccc3)c(N3CCSCC3)n2)cc1 | 0.0 | -1 | -1 | 10 | 10 | 2 | -4 | -34 | 2 | -3
45 | O=C(COc1ccccc1N1C(=O)c2ccccc2C1=O)c1ccc(Cl)cc1 | -0.1 | -6 | -3 | -2 | 0 | 5 | -3 | -10 | 2 | -6
46 | COc1ccccc1NC(=S)N(CCc1c(C)[nH]c2ccccc12)Cc1cccs1 | -0.1 | 3 | 5 | 15 | -1 | 3 | 1 | -15 | 2 | 5
47 | CN(C)CCCN(C(=O)c1ccc(S(=O)(=O)N(C)Cc2ccccc2)cc1)c1nc2cc3c(cc2s1)OCO3 | -2.0 | -1 | 4 | 6 | 4 | 6 | -1 | -21 | 2 | 22*
48 | COc1ccccc1N1CCN(C(=O)CN(Cc2ccc(Cl)cc2)S(C)(=O)=O)CC1 | -1.1 | 1 | -10 | -8 | -1 | -4 | 5 | 5 | 1 | 2
49 | COC(=O)c1ccc(N=CC2=C(O)CC(c3ccccc3)CC2=O)cc1 (stereo not given) | -1.9 | -2 | -3 | 1 | 1 | 1 | 0 | / | 3 | 0
50 | CCCCC(=O)c1ccc(O)cc1 | -3.3 | -2 | -3 | -1 | 9 | 11 | -3 | -1 | -3 | 5
51 | COc1ccccc1-c1cc(C(=O)NCc2ccccc2)no1 | 1.0 | 0 | -5 | -5 | -14 | -2 | 1 | -17 | -2 | -12
52 | Cc1cc(C)nc(NNC2=CC(=O)CC(C)(C)C2)n1 | 0.5 | 14 | 7 | -3 | 11 | -9 | 2 | 2 | -1 | 1
53 | CC(C)N1CCCCC(NC(=O)c2ccc(F)c(F)c2)C1=O (stereo not given) | / | 0 | -4 | -1 | -6 | / | -1 | / | 5 | 7
54 | OC(CSc1c(Cl)cccc1Cl)CN1CCN(c2ccc(F)cc2)CC1 (stereo not given) | -1.5 | -4 | -12 | 2 | -34 | -5 | -1 | -9 | 4 | 0
55 | Cn1c(=O)c2sccc2n2c(CCCC(=O)N3CCCCC3)nnc12 | 2.8 | 3 | 4 | -2 | 8 | 2 | 0 | 0 | 3 | -11
56 | Cn1nnnc1P(=O)(c1ccccc1)c1ccccc1 | -1.3 | -1 | -4 | -1 | -9 | 3 | -2 | 1 | -1 | -3
57 | CCCNC(=O)c1cc(C2CCCN(S(=O)(=O)c3cccc4cccnc34)C2)on1 (stereo not given) | -0.5 | 1 | 2 | 1 | -7 | 6 | -2 | / | 37* | -8
58 | O=C(CCc1ccccc1)NC(=S)Nc1ccc2c(c1)C(=O)OC2 | 8.2 | 1 | 0 | 1 | 3 | -4 | 31* | -13 | -2 | -12
59 | Cc1cccc(Nc2nc(N)c([N+](=O)[O-])c(N3CC(C)CC(C)C3)n2)c1 (stereo not given) | -1.6 | -1 | -5 | 4 | -12 | 1 | 3 | -82 | -3 | -4
